# cardiac RTF act: cardiac RTF calcium sensitization; AID 493008; activation, % at 7.2 µM; P19429+P45379; IANBD-labeled TnC RTF fluorescence at EC20 calcium; 0% EC20 calcium, 100% full calcium; hit rate 0.24% among 340,000;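 active = activation above the mean over all tested compounds plus 3 SD, cut at about 30% in these data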;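 note: rise in fluorescence read as greater calcium sensitivity of cardiac thin filaments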
# DAGLB inhibitor: diacylglycerol lipase beta (human) inhibition; Q8NCG7; HEK293T DAGLB membrane lysate, EnzChek fluorogenic substrate; inhibition, % at 5.17 µM; hit rate 0.059% among 340,000; AID 504411; in the data active = inhibition above about 34%;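 note: 0% = enzyme with vehicle and 100% = wells lacking enzyme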
# PKA-R2B activ: activates the human PKA-R2B holoenzyme complex. P22694+P31323. PKA-R2B holoenzyme dissociation, Cy5-IP20 fluorescence polarization; R2B truncated from residue 108, S112A mutant; 0% DMSO only, 100% 113 µM cGMP. activation, % at 11.4 µM. hit rate 0.079% among 340,000;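 active = activation above a cutoff set at the mean over all compounds plus 3 SD, cut at about 18% in these data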;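 note: higher means more holoenzyme dissociation and a rise in polarization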
# Rtt109 HAT inh: blocks Candida albicans Rtt109/Vps75 acetyltransferase activity | Q5AAJ8 | hit rate 0.16% among 330,000 | purified Rtt109/Vps75, ThioGlo CoA-SH fluorescence, 4 h | inhibition, % at 34.9 µM;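 active = inhibition of at least 50% in every replicate; inconclusive = best replicate reaches 50% inhibition but some replicates fall short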
# Target sequence (Q5AAJ8 whole entry, looked up): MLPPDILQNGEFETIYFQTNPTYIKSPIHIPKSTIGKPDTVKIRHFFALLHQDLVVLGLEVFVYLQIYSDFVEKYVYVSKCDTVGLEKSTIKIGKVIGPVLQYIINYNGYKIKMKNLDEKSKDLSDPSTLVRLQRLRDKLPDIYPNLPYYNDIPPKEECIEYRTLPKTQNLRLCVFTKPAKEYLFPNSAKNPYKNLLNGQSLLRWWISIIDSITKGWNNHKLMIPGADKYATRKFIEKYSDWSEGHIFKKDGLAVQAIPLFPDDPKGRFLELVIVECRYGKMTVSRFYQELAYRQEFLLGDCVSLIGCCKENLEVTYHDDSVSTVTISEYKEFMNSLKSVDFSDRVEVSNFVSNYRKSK
# C-LANA FP: KSHV C-LANA DNA binding inhibition | inhibition, % at 9 µM | hit rate 0.078% among 340,000 | AID 504423 | MBP-C-LANA/FAM-LBS DNA binding, fluorescence polarization;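 active = highest replicate inhibition at or above 60% at 9 µM, even if other replicates fall short; inactive = all replicates below 60% inhibition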;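 note: 0% = neutral control wells and 100% = 4 µM acridine orange control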
# RTF Ca sens inh: cardiac RTF calcium desensitization. P19429+P45379. IANBD-labeled cardiac RTF, Ca2+ fluorescence. inhibition, % at 7.15 µM. hit rate 0.12% among 340,000;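 active = inhibition above the mean inhibition of all tested compounds plus 3 SD, cut at about 17% in these data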;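 note: assay run at fixed EC70 calcium of 1.6 mM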
# CAL PDZ FP-1: human CAL PDZ-peptide interaction inhibition | inhibition, % at 20 µM | Q9HD26 | AID 504414 | hit rate 0.02% among 330,000 | purified CAL PDZ, TMR-peptide fluorescence polarization, 1 h;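 active = highest replicate inhibition of at least 40%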;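 note: plate controls were DMSO neutral control wells for no effect and unlabeled competitor peptide control wells for full effect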
#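 Material – purified CerCALP PDZ construct · Detection – FP readout, S and P plane fluorescence · Measure – percent inhibition from loss of millipolarization · Controls – unlabelled peptide for full inhibition, DMSO wells as neutral · Probe or stimulus – TMR-labelled reporter peptide T*-PRC34 bound in PDZ groove · Times – 1 h at RT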
# CAL PDZ FP-2: inhibitors of human CAL PDZ peptide binding; AID 602252; hit rate 0.92% among 300,000; inhibition, % at 24.9 µM; purified CAL PDZ, TMR-peptide fluorescence polarization, 1 h;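 active = mean inhibition of at least 30% with at least half of replicates also reaching 30%; inconclusive = no clear call, values can overlap the other calls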;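 note: 0% = DMSO neutral control and 100% = excess unlabeled competitor peptide PRC23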
# SR-BI uptake up: activators of SR-BI mediated HDL lipid uptake; CHO ldlA[mSR-BI] cells, DiI-HDL uptake fluorescence, 3 h; 100 = double the neutral-control signal; activation, % at 12.5 µM; hit rate 0.096% among 320,000;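 active = mean replicate activation of at least 60% and every replicate at or above 60%; inconclusive = mean or all-replicate condition met, but not both; inactive = mean below 60% and not all replicates reaching 60%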;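 note: 0% = median plate neutral-control signal and 100% = twice that signal; values of inactives mirror those of a sister screen read the other way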
#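 Assay system: LDL receptor-deficient CHO ldlA cells overexpressing murine SR-BI / Medium: BSA-supplemented, HEPES-buffered Ham's F12, pH 7.4 / Probe or stimulus: DiI-labelled HDL at 10 µg/mL final / Timing: compound with DiI-HDL co-incubation, 3 h at 37 °C / Technique: bottom-read cell fluorescence after medium removal, ex 550/em 595 nm / Measure: HDL uptake via cellular fluorescence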
# Keap1-Nrf2 PPI: inhibitors of human Keap1-Nrf2 protein-protein interaction | Q14145 | Keap1 Kelch-Nrf2 peptide fluorescence polarization, 1536-well | inhibition, % at 9.4 µM | hit rate 0.15% among 340,000; in the data active = inhibition above about 12%; inconclusive = no clear call, values can overlap the other calls; inactive = below about 7.3%;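 note: human Keap1 Kelch domain with fluorescein labeled Nrf2 9mer peptide probe; 0% = neutral control wells and 100% = peptide positive control; higher means more block of Keap1 binding to Nrf2 peptide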
# Target sequence (Q14145 whole entry, looked up, the tested form may be a part): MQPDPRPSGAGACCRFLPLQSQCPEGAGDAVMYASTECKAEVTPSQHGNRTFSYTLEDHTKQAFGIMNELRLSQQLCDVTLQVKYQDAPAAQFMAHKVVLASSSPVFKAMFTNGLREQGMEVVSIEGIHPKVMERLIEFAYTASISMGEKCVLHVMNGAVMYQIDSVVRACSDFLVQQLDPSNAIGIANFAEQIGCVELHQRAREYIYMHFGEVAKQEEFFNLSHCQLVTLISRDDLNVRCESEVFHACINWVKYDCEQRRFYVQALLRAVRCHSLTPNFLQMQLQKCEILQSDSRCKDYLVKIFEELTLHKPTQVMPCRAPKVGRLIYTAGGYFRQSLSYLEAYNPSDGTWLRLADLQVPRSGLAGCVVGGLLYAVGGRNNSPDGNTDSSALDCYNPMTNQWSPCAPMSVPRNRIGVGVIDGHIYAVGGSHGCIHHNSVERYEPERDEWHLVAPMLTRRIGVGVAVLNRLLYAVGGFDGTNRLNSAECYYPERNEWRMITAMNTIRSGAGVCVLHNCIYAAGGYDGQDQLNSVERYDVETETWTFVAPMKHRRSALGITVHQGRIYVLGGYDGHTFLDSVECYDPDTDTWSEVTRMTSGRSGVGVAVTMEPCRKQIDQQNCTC
# * marks the source's active call; other numbers are inactive results; ? = inconclusive; nt = not tested or not shown.
SMILES,cardiac RTF act,DAGLB inhibitor,PKA-R2B activ,Rtt109 HAT inh,C-LANA FP,RTF Ca sens inh,CAL PDZ FP-1,CAL PDZ FP-2,SR-BI uptake up,Keap1-Nrf2 PPI
CC1=NN(c2ccc(Cl)cc2)C(=O)/C1=C\c1cccn1-c1ccc(S(N)(=O)=O)cc1,-1,36*,-5,15,-2.1,11,-2.3,0,-54,5
O=C(CNC(=O)c1ccc(F)cc1)Nc1ccccc1C(F)(F)F,1,-4,7,-5,-1.0,4,-2.2,-1,nt,0
Clc1ccc(SCCN2CCNCC2)cc1,0,4,-6,6,0.5,-14,-3.8,-3,14,0
CN(C)c1cccc(NC2=CC(=[N+]3CCOCC3)CC(C)(C)C2)c1,0,2,-2,-2,2.5,-12,-0.1,-3,-9,-1
Cc1ccc(S(=O)(=O)CCC(=O)N(C)c2c(N)n(Cc3ccccc3)c(=O)[nH]c2=O)cc1,-1,-2,-5,5,0.0,-5,-2.8,-5,31,-9
CS(=O)(=O)N(CC(=O)N1CCCC1)c1cccc(Cl)c1Cl,-2,-3,-4,-11,0.2,-7,-1.9,-3,16,1
CCN(CC)C1CC(=O)N(c2ccc(Br)cc2)C1=O (centres undefined),-3,-1,4,-1,-2.5,-5,-0.2,-2,20,-7
CC(O)/C=C/c1ccc2ccccc2n1 (centres undefined),-3,0,-2,-6,1.3,3,-1.4,nt,38,-6
CN(C)c1ccncc1C(=O)Nc1ccc(F)cc1F,-5,-2,2,1,-0.1,-5,-1.2,0,13,0
O=C(O)c1cccc(NS(=O)(=O)c2ccc(Cl)c(C(=O)O)c2)c1,-4,1,0,nt,1.5,-2,-0.6,-2,12,3
O=C(COC(=O)c1cncc(Br)c1)NCC1CCCO1 (centres undefined),10,2,-1,-6,0.9,-23,-1.1,-2,-5,-2
CCc1c(C(=O)NCc2ccc3c(c2)OCO3)[nH]c(C)c1C(C)=O,2,-1,-3,8,-1.5,5,-1.9,-1,-14,-1
CCc1cc2c(=O)n(-c3ccccc3)cnc2s1,-1,-2,-7,-7,-1.8,0,1.2,nt,27,-3
CC(C)n1cnc2c(Nc3cccc(F)c3)nc(NCCO)nc21,9,0,2,-7,-0.9,-4,2.6,-4,-1,-3
CCC(=O)NCCc1nc2ccccc2n1Cc1ccccc1,-3,2,-6,10,1.2,0,-0.5,-3,nt,7
CCOC(=O)C1(CC2CCCCO2)CCN(C(=O)Nc2ccccc2CC)CC1 (centres undefined),-10,-1,2,-3,1.9,-22,-0.4,4,-59,-3
Cc1cccc(Cc2c(C)nc3nc(SCC(=O)NCc4ccco4)nn3c2C)c1,1,0,8,-6,-0.6,8,-1.0,-7,-4,-4
CN(CC(=O)Nc1ccc(F)cc1)C(=O)c1cccc(S(=O)(=O)N2CCN(c3ccccc3)CC2)c1,-5,0,-2,13,0.2,-2,-2.9,-2,-14,0
CCCCn1c(N)c(N2CCOCC2)c(=O)n(CC(=O)NC(C)c2ccccc2)c1=O (centres undefined),0,3,-3,3,-0.5,0,-0.9,-1,4,-5
COC(=O)CSc1nnc2n1C(C)(C)Cc1ccccc1-2,0,-2,0,1,-0.3,-1,-1.1,-4,45,-1
Cc1nnc(SCC(=O)NCc2ccc3c(c2)OCO3)[nH]c1=O,2,2,3,nt,-1.0,1,-0.5,-1,-4,0
COc1ccc(/C=C2\SC(=O)N(CCC(=O)N3CCN(C)CC3)C2=O)cc1,54*,-4,11,-3,-0.3,-3,-0.3,-3,-6,-5
COc1ccccc1NC(=O)c1cc(Cl)ccc1NC(=O)c1ccco1,9,-16,-7,-2,0.7,-11,-3.5,-9,-58,-5
COc1cccc(/C=C2/Sc3ccc(C(=O)NCCCN4CCCC4)cc3NC2=O)c1,-9,4,6,60*,-0.7,-9,-10,-9,3,6
O=C(Nc1ccccc1)C1(c2ccccc2)CC1(Cl)Cl (centres undefined),1,-2,-12,1,0.1,1,-2.2,-9,9,-4
Cc1c(C(=O)N2CCCC(C)C2)sc2ncnc(N3CCCCC3C)c12 (centres undefined),-6,0,-3,nt,0.7,-15,-2.5,-2,-2,2
Cc1ccc2c3c([nH]c2c1C)-c1nonc1CC3,2,-4,-18,5,-0.9,-6,nt,-1,-25,-5
CCOC(Cn1c(SCc2cc(C(C)=O)ccc2OC)nc2ccccc2c1=O)OCC,2,0,0,0,-1.0,-8,-0.2,-2,46,1
O=Cc1ccc(Sc2nnc(-c3ccccc3)o2)c([N+](=O)[O-])c1,-1,-20,-8,0,-0.4,-4,-0.5,0,16,0
c1cncc(CSc2ccc(-c3cccnc3)nn2)c1,2,-2,-12,6,-0.5,3,0.2,-3,18,2
Cc1[nH]c2ccc(C(=O)N3CCN(c4cccc(Cl)c4)CC3)cc2c1C,6,2,-14,-3,-0.9,1,-1.6,-4,-5,-2
Cc1ccc(S(=O)(=O)NC2(C(F)(F)F)NC(=O)N(C)C2=O)cc1 (centres undefined),6,0,-14,-3,-0.2,-1,-0.7,nt,-4,-1
C/C(=C\c1ccccc1)C(=O)Nc1ccc(Cl)cn1,2,-8,-4,-3,-0.6,-6,-5.6,nt,-4,-2
C=CCOn1c(=O)c(-c2ccc(F)cc2)[n+]([O-])c2ccccc21,5,0,-4,-5,1.6,-14,1.4,1,3,6
CCOC(=O)c1c(CSc2ccccc2)n(C)c2ccc(O)c(CN3CCN(C)CC3)c12,-4,-1,1,11,-2.5,-1,-1.4,3,nt,-4
Cc1cnc(C(=O)OCC(=O)NCc2cccc(Cl)c2)cn1,-6,-2,-9,21,-5.7,-3,-0.4,-2,16,-4
COc1cccc(NC(=O)Nc2cc(Cl)ccc2C)c1,-4,-3,-10,17,-2.7,10,-1.5,-2,-32,-4
O=C(COc1cccc(-n2cnnn2)c1)N1CCOCC1,-2,0,-8,-4,-0.5,-5,0.3,-2,-3,0
CC(NCc1ccccc1O)c1ccccc1 (centres undefined),5,2,-9,-5,-0.9,-9,-0.1,nt,16,-3
CCN(CC)C(=O)/C(=C/c1ccc2c(c1)OCO2)NC(=O)c1ccc(Br)cc1,-11,-3,-3,-5,-2.6,0,-2.7,-2,-75,6
CCOc1ccc2nc(N3CCCN(C(=O)Nc4ccccc4C)CC3)c(C#N)cc2c1,5,-1,-8,-10,0.1,-10,4.0,2,-51,-5
Cc1nn(C)c2ncc(C(=O)c3cc(F)ccc3O)cc12,-1,-1,-7,-7,6.7,-12,-2.0,-20,-30,0
CCOC(=O)C1=C(C)Nc2nc(C)nn2C1c1cc(OC)ccc1OC (centres undefined),5,0,3,-1,-1.1,-10,0.1,nt,-1,-7
Cc1ccc(-c2csc(NC(=O)c3ccc(-c4ccccc4)cc3)n2)o1,2,-2,-11,14,2.0,-6,-1.3,nt,-36,-5
COc1cccc(-n2c(SCC(=O)Nc3cc(C)on3)nc3c([nH]c4ccccc43)c2=O)c1,1,-1,9,-18,0.2,-3,-1.0,nt,-37,-1
CC(C)(C)S(=O)(=O)N1C[C@H]2C(=CC[C@@H]3C(=O)N(c4ccccc4)C(=O)[C@@H]32)[C@H]1CCO,5,-3,1,4,1.1,-4,1.2,-1,1,-5
CCc1ccc(S(=O)(=O)/N=C2/C=C(Sc3ncn[nH]3)C(=O)c3ccccc32)cc1,1,-3,2,?,2.0,2,28,5,3,-19
COC(=O)c1ccc(/C=N/Nc2nc(N3CCCCC3)nc(N3CCCCC3)n2)cc1,7,-2,1,-5,0.6,-18,-2.2,1,3,-2
CCCOC(=O)Nc1nnc(CCC)s1,4,1,0,-9,2.4,-7,-2.3,-1,27,-3
COc1ccc(CN2C(=O)c3ccccc3C2=O)cc1C(=O)Nc1ccccc1N1CCOCC1,9,1,-20,0,0.1,-7,-0.9,4,-43,0
CC(OC(=O)c1ccc(Cl)nc1)C(=O)Nc1ccc(S(=O)(=O)N2CCCC2)cc1 (centres undefined),0,-1,-5,5,2.3,5,-1.3,-1,-29,-1
CCOc1ncccc1C(=O)OCC(=O)c1ccc(Cl)s1,-5,-2,-7,-10,-1.0,2,-1.5,1,12,-2
COC(=O)C(NS(=O)(=O)c1ccc(N2CCCC2=O)cc1)c1ccccc1 (centres undefined),-1,2,8,-1,-1.0,-5,-1.0,-6,9,-7
Nc1nc2c(c3c1c(=O)oc1ccccc13)CCCCC2,5,6,-4,0,-1.5,-12,-1.9,2,7,-5
CCC(C)C(NS(=O)(=O)c1ccc(C)cc1)C(=O)NCCCN1CCOCC1 (centres undefined),10,1,3,4,-1.5,4,-2.3,-2,2,3
Cc1ncc(CN2CCCC(C(=O)Nc3ccc(-n4ccnc4C)cc3)C2)cn1 (centres undefined),-4,-1,9,-5,-0.1,-10,-0.2,-3,7,0
CSc1nc(N)nc(SCC(=O)c2ccccc2)c1C#N,-1,-3,-6,-1,0.2,-6,0.8,nt,-10,1
CC(C)NC(=O)c1cc2c(s1)CCCC2,-6,0,4,-1,-0.2,5,-0.3,-2,2,-4
COc1ccc(OCC(=O)Nc2ccc(NC(=O)c3ccccc3Cl)c(OC)c2)cc1,-3,-2,-1,-10,1.4,-1,0.1,1,-60,-2
C[C@@H](NC(=O)[C@@H]1Cc2ccccc2CN1)C(=O)NC1CCCCC1,2,3,1,-3,0.8,-2,-1.9,-1,37,-3
# Remaining list, next part.
SMILES,cardiac RTF act,DAGLB inhibitor,PKA-R2B activ,Rtt109 HAT inh,C-LANA FP,RTF Ca sens inh,CAL PDZ FP-1,CAL PDZ FP-2,SR-BI uptake up,Keap1-Nrf2 PPI
CN(C)CC#CCC(O)(c1ccccc1)c1ccccc1,3,-3,7,3,1.5,-2,0.5,-6,nt,7
C=CCn1nnnc1SCC(=O)Nc1ccc(C(=O)OC)cc1,-3,0,1,0,0.8,-1,-0.4,nt,11,-6
CCn1c(COc2cccc(OC)c2)nnc1SCC(=O)N1CCOCC1,-1,-1,1,9,0.1,-6,-1.5,nt,2,-2
COC(=O)c1ccc(CN2C(=O)NC(c3ccccc3)(c3ccccc3)C2=O)o1,-2,0,-7,8,-0.3,-36,-0.7,-4,14,-1
CCOC(=O)C(=CNc1cc(C)ccc1C)C(=O)OCC,-1,-9,-4,5,-0.3,3,-0.7,-1,50,-1
COc1cccc(-c2csc3nnc(SCC(=O)c4ccc(NC(C)=O)cc4)n23)c1,-4,0,0,8,-0.6,-1,-1.8,nt,-2,5
